CHRM4 antagonist: human M4 muscarinic receptor antagonists, primary screen, CHO cells, Fluo-8 calcium fluorescence; CHO-hM4 cells, ACh EC80; Muscarinic acetylcholine receptor M4 (Homo sapiens), P08173; inhibition, % at 3 µM; AID 624125, 2012; hit rate 0.73% among 360,000;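 active means inhibition above its plate's cutoff, the mean inhibition of sample wells plus 3 SD, cut at about 27% in these data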;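 further: 0% = acetylcholine EC80 with DMSO and 100% = DMSO without agonist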
CHO parental Ca: ATP-evoked calcium signal inhibitors, parental CHO, primary screen, counter-screen for OX1R antagonist project, cell-based, fluorescence, Fluo-8 calcium dye | AID 463079, 2010 | parental CHO-K1, ATP-induced calcium, Fluo-8 fluorescence | hit rate 0.63% among 330,000 | inhibition, % at 5.6 µM;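 active means inhibition above that plate's mean sample inhibition plus 3 SD, cut at about 26% in these data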;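 further: 0% = ATP-challenged DMSO wells and 100% = DMSO wells without ATP; some compounds past the cut are filed as inactive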
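Test system: untransfected parental CHO cell line; also added: ATP stimulus; dosing: 5.6 µM, single dose; signal: calcium-sensitive Fluo-8 fluorescence; measure: percent inhibition of ATP-evoked calcium rise, normalized to controls; benchmarks: low control ATP plus DMSO, high control DMSO only; replication: one well per compound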
CHRM4 agonist: human M4 muscarinic receptor agonists, primary screen, CHO-K1 cells, Fluo-8 calcium fluorescence | Muscarinic acetylcholine receptor M4 (Homo sapiens), P08173 | CHO-K1 hM4/Gqi5; vehicle 0%, full acetylcholine response 100% | activation, % at 3 µM | hit rate 0.14% among 360,000;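 active means activation above the run mean over all test wells plus 3 SD, cut at about 32% in these data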;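 further: peak over basal fluorescence ratio per well then scaled between controls; 0% = DMSO wells and 100% = acetylcholine at EC100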
CHRM1 agonist: human M1 muscarinic receptor agonists, primary screen, Fluo-8 calcium fluorescence, CHO-K1 cells, HTS | Muscarinic acetylcholine receptor M1 (Homo sapiens), P11229 | CHO-K1 hM1, agonist mode; 0% DMSO, 100% acetylcholine EC100 | activation, % at 3 µM | hit rate 0.33% among 360,000 | AID 588814, 2011;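 active means activation above the run's mean compound activation plus 3 SD, cut at about 16% in these data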;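 further: peak over basal fluorescence ratio within a 140 s kinetic read after compound addition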
Target sequence (P11229 whole entry, looked up): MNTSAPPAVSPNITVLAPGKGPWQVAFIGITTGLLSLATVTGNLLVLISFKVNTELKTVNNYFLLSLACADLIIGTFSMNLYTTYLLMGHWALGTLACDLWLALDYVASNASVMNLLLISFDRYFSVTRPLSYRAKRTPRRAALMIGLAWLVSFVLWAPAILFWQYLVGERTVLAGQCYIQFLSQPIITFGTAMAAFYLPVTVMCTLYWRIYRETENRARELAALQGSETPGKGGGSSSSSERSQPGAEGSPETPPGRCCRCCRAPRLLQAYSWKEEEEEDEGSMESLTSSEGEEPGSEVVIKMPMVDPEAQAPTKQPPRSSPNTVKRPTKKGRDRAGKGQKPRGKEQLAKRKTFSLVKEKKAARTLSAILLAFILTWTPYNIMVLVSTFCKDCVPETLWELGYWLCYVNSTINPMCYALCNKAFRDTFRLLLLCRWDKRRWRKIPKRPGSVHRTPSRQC
CHRM1 PAM: human M1 muscarinic receptor positive allosteric modulators, primary screen, CHO-K1 cells, Fluo-8 calcium fluorescence, 1536-well; Muscarinic acetylcholine receptor M1 (Homo sapiens), P11229; CHO-K1 hM1, ACh EC20; 0% = ACh EC20, 100% = maximal ACh; activation, % at 3 µM; hit rate 0.088% among 360,000; AID 588819, 2011; in the data active means activation above about 19%, passing the limit was not always enough
CHRM1 antagonist: human M1 muscarinic receptor antagonists, primary screen, CHO-K1 cells, Fluo-8 calcium fluorescence, 1536-well | inhibition, % at 3 µM | CHO-K1 hM1, ACh EC80 antagonist | hit rate 1.3% among 360,000 | Muscarinic acetylcholine receptor M1 (Homo sapiens), P11229;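 active means percent inhibition above its own plate's cutoff, namely the mean of that plate's compound wells plus 3 SD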;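 further: peak over basal fluorescence ratio during 140 s after agonist addition; 0% = ACh EC80 plus DMSO and 100% = DMSO alone without agonist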
CHO-K1 Ca antag: nonselective inhibitor or artifact in parental CHO-K1 cells; ATP-induced calcium, Fluo-8 fluorescence; inhibition, % at 3 µM; hit rate 0.6% among 360,000; AID 602250;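 active means inhibition above a per-plate cutoff, the plate's mean sample inhibition plus 3 SD, cut at about 24% in these data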;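 further: 0% = DMSO plus EC80 ATP and 100% = DMSO alone without ATP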
CHO-K1 Ca ag: counter-screen for M1 agonists: effect in parental CHO-K1 cells; hit rate 0.48% among 360,000; Fluo-8 calcium fluorescence; scaled to maximal ATP response, vehicle zero; activation, % at 3 µM; in the data active means activation above about 15%;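 further: untransfected CHO-K1 host cells lacking M1 receptor as counterscreen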
OXTR potentiate: human OXTR potentiators, primary screen, fluorescence, CHO-OTR cells, Fluo-8 calcium | Oxytocin receptor (Homo sapiens), P30559 | AID 2445, 2010 | activation, % at 3 µM | Fluo-8 calcium fluorescence, potentiator mode; 0% = oxytocin EC15, 100% = EC100 | hit rate 0.061% among 320,000;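 active means activation above that plate's cutoff, the mean activation of tested compounds plus 3 SD, cut at about 6.6% in these data, passing the limit was not always enough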;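 further: 100% uses oxytocin at 75 nM as the full agonist control; some results filed as inactive read as strong as hits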
Target sequence (P30559 whole entry, looked up): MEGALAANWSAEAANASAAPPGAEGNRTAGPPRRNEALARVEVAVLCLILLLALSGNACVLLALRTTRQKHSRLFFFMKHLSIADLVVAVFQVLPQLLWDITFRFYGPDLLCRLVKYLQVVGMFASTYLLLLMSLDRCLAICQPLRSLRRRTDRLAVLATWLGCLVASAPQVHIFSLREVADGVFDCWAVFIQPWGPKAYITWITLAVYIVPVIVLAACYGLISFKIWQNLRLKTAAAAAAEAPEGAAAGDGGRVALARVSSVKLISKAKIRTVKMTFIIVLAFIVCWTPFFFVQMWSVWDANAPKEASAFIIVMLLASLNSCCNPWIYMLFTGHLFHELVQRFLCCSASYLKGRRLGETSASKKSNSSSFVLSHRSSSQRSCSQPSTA
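Material: human OTR in CHO cells. Compound: 3.0 µM, one dose. Timing: compound 6 min at room temperature before oxytocin, 100 s read. Evaluation: % activation of max/min ratio relative to oxytocin controls. Replication: single well per compound, singlicate. Signal: Fluo-8 calcium dye fluorescence.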
The depositor's hits bear a star; . = not tested or not shown. Rows are unselected. Share with any hit: about 2.9%.

structure	CHRM4 antagonist	CHO parental Ca	CHRM4 agonist	CHRM1 agonist	CHRM1 PAM	CHRM1 antagonist	CHO-K1 Ca antag	CHO-K1 Ca ag	OXTR potentiate
CC(=O)c1ccc(N2CCN(C(=O)c3ccc(Br)cc3)CC2)c(F)c1	-2	-10	5	-1	-7	-18	3	4.3	-18
CN(CCc1ccccn1)C(=O)Nc1cc(Cl)cc(Cl)c1	-2	-4	1	-4	3	-2	-2	1.1	-9
COc1ccc(C(CNC(=O)C(C)(C)Oc2ccc(Cl)cc2)N2CCCCC2)cc1 (stereo not given)	7	-13	1	-6	-1	-4	-8	0.4	-8
CCOC(=O)C(NC(C)=O)(OCc1ccccc1)C(F)(F)F (stereo not given)	9	-3	1	-5	3	1	-7	-0.1	-6
CCOC(=O)c1cc2ccccc2n1CCN(CC)CC	5	-17	1	-13	5	-2	-10	0.1	-3
O=C(CSCc1ccccc1)Nc1ccc(F)cc1F	0	-10	0	-6	10	-19	-16	0.4	-3
COc1ccc(OC)c(NS(=O)(=O)c2ccc(N3CCCC3=O)cc2)c1	-9	-9	4	-6	-3	-6	3	3.4	-18
CCC(C)c1ccc(NS(=O)(=O)c2c(C)[nH]c(=O)[nH]c2=O)cc1 (stereo not given)	-2	-1	-1	-7	5	0	-14	1.8	-1
O=C(COC(=O)c1cccc([N+](=O)[O-])c1)Nc1ccc(Cl)cn1	-5	-14	1	-1	6	-17	8	7.8	2
CCCCN(C(=O)c1cccc(S(=O)(=O)N2CCCC2)c1)c1c(N)n(CCC)c(=O)[nH]c1=O	-6	-8	0	0	4	5	-2	0.4	2
CN1CCN(C2CCN(S(=O)(=O)c3ccc(C(C)(C)C)cc3)CC2)CC1	2	.	2	-10	-1	1	8	-0.4	.
O=[N+]([O-])c1cc(CN2CCN(c3ccccc3)CC2)c(O)c2ncccc12	-1	-3	3	-3	8	-3	-4	-0.6	-15
O=C(CC1SC(N2CCCC2)=NC1=O)Nc1ccc(C(=O)NCCOc2ccccc2F)cc1 (stereo not given)	-13	.	-1	-3	7	-6	0	0.4	.
CC(Sc1ccccc1)C(=O)NN=C1CCCCCC1 (stereo not given)	4	-15	5	-5	4	-3	-14	0.8	-7
O=C(NCc1ccc(F)cc1)C1CCN(S(=O)(=O)c2ccc3c(c2)OCCCO3)CC1	-2	1	1	-6	-2	-2	-4	1.1	-6
N#CCOC(=O)c1sccc1-n1cccc1	-2	-15	0	-3	-3	-15	-1	0.1	-1
O=C(Nc1ccc(Cl)cn1)Nc1ccc(Cl)cn1	-6	-1	0	-6	5	-5	-3	2.2	-4
O=C(/C=C/c1ccc(OCCCF)cc1)Nc1ccnc(-c2cccnc2)n1	-5	-5	8	0	-8	21	9	14	-36
Cc1nc2ccc(S(=O)(=O)NCC(=O)NCCN3CCCCC3C)cc2s1 (stereo not given)	1	-21	0	-6	3	-13	-3	0.4	-6
Cc1ccc(Cn2cc(/C=C/C(=O)O)c(-c3ccccc3)n2)cc1	5	-11	1	-4	6	-9	-20	0.9	-4
NC(CCc1ccccc1)c1csc(Nc2ccccn2)n1 (stereo not given)	-7	.	9	6	7	-8	6	10	.
Cc1nc(Cl)c2c(n1)NC(=O)CO2	-3	-1	1	-3	3	-2	-9	0.1	-8
COc1ccc(N2C(=O)CC(N(CCc3ccccc3)C(=O)c3ccccc3)C2=O)cc1 (stereo not given)	-7	-23	3	-2	-1	-4	-5	1.8	-1
Cc1ccc(NC(=O)C(=O)N2CCCC2)cc1Cl	0	-8	2	-1	8	-6	0	8.8	-15
COc1ccc(/C=N/Nc2nncn2N)cc1Br	6	-9	2	-2	3	-6	1	0.7	4
Cc1cccc(Oc2coc3cc(OC(=O)c4cncc(Br)c4)ccc3c2=O)c1	-7	-5	1	-4	-7	-10	-18	0.9	2
Nc1nc(SCC(=O)OCc2ccccc2)[nH]c(=O)c1NC(=O)c1ccco1	-13	1	1	0	1	-5	-9	-0.6	-8
CC(=O)Nc1ccc(C(=O)N2CCN(C(=O)c3ccco3)CC2)cc1	4	-3	0	-1	4	-11	-12	-0.2	0
CCCCOCCCNC(=O)C[C@@H]1C[C@@]2(C(=O)OCC)CCCC=C2N(Cc2cccc3ccccc23)C1=O	-6	.	7	.	.	.	-26	1.2	.
CN(C(=O)c1ccc(Br)o1)C1CCCCC1	-9	-17	0	-6	0	2	10	-0.7	-1

Additional entries:
Molecule	CHRM4 antagonist	CHO parental Ca	CHRM4 agonist	CHRM1 agonist	CHRM1 PAM	CHRM1 antagonist	CHO-K1 Ca antag	CHO-K1 Ca ag	OXTR potentiate
COc1ccc(-c2ocnc2C(=O)Nc2ccccc2N2CCCCC2)cc1	-4	-19	0	-3	-4	12	9	0.0	-3
O=C(CN1CCCCC1)Nc1ccccc1Cl	6	-9	0	-1	9	4	-6	-0.3	10
Cc1ccccc1C(=O)NCC(=O)N1CCN(C/C=C/c2ccccc2)CC1	-2	-9	3	23*	-18	33*	-7	0.9	-6
CC(=O)Nc1ccc(S(=O)(=O)N2C(C)CCCC2C)cc1 (stereo not given)	8	-6	1	-3	16	-21	-3	0.7	-12
COc1cccc(CN(C(=O)c2cnccn2)C(C(=O)NC2CCCCC2)c2cc(OC)c(OC)c(OC)c2)c1 (stereo not given)	-5	-21	1	-1	2	-1	-11	-0.5	-1
Cc1nn(CC(=O)Nc2ccc3c(c2)nc2n3CCN(C3CCCCC3)C2)c(=O)c2ccccc12	6	-12	0	-8	6	-5	-11	0.5	4
COc1ccc(N2Cc3ccccc3/C2=N\C(=O)Nc2ccccc2)cc1	8	-19	2	-8	4	0	-11	1.0	-16
CC1Cc2cc(/C(O)=C3/C(=O)C(=O)N(CCN4CCOCC4)C3c3cccc(Cl)c3)ccc2O1 (stereo not given)	7	-9	0	-4	-5	19	8	-0.1	-15
Cc1cc(C)c2c(n1)nn1c(-n3ccnc3)cc(C)nc21	-1	.	2	-4	7	-4	1	0.6	.
Nc1nnnn1N=C1CCCCC1	-9	-5	1	1	3	12	-13	-0.3	-22

Four of the compounds above, with two lines to a compound.
Under each structure – CHRM4 antagonist | CHO parental Ca | CHRM4 agonist | CHRM1 agonist | CHRM1 PAM | CHRM1 antagonist | CHO-K1 Ca antag | CHO-K1 Ca ag | OXTR potentiate
> Cc1ccccc1C(=O)NCC(=O)N1CCN(C/C=C/c2ccccc2)CC1
    -2 | -9 | 3 | 23* | -18 | 33* | -7 | 0.9 | -6
> CC(=O)Nc1ccc(S(=O)(=O)N2C(C)CCCC2C)cc1 (stereo not given)
    8 | -6 | 1 | -3 | 16 | -21 | -3 | 0.7 | -12
> COc1cccc(CN(C(=O)c2cnccn2)C(C(=O)NC2CCCCC2)c2cc(OC)c(OC)c(OC)c2)c1 (stereo not given)
    -5 | -21 | 1 | -1 | 2 | -1 | -11 | -0.5 | -1
> Cc1nn(CC(=O)Nc2ccc3c(c2)nc2n3CCN(C3CCCCC3)C2)c(=O)c2ccccc12
    6 | -12 | 0 | -8 | 6 | -5 | -11 | 0.5 | 4

(further entries)
Molecule	CHRM4 antagonist	CHO parental Ca	CHRM4 agonist	CHRM1 agonist	CHRM1 PAM	CHRM1 antagonist	CHO-K1 Ca antag	CHO-K1 Ca ag	OXTR potentiate
Cc1csc(Nc2ccc(Cl)cc2)[n+]1-c1ccc(Cl)cc1	-1	-10	2	-13	-24	13	9	15	-4
CCCC(C)NC(=O)COc1ccc(Sc2ccc(OCC(=O)NC(C)CCC)cc2)cc1 (stereo not given)	3	-25	4	-6	-10	13	8	2.1	-12
Cn1c(CSCc2ccccc2)nnc1SCC(=O)Nc1ccc(C(=O)O)cc1	-4	8	0	-1	7	-1	-12	0.3	-8
CCCn1nc(C(=O)Nc2ccc3c(c2)OCCO3)c2ccccc2c1=O	-1	-23	3	-1	2	-8	-15	0.2	-1
O=C(CN1CCN(c2nc(-c3ccccc3)cs2)CC1)NNC(=O)c1ccc(Br)cc1	16	-1	7	-5	-1	1	-5	1.1	-4
N#Cc1cc(N)ccc1Sc1ccc(Cl)cc1	6	-9	-1	-8	-8	-4	0	0.1	-18
O=c1[nH]c(=O)n(-c2ccc(F)cc2)c2c1C(C(F)(F)F)(C(F)(F)F)N=C(c1ccc(F)cc1)N2	-2	-6	3	0	-1	-5	-13	3.0	-18
COc1ccc(C)cc1NC(=O)NNC(=O)C(C)Oc1ccc(F)cc1Cl (stereo not given)	-5	-12	2	-1	13	-16	-1	0.9	-9
CCCn1nc(NC(=O)C(C)(C)C)c2cc3cc(OC)ccc3nc21	-8	-16	17	-4	-2	3	-3	5.6	-13
O=C(O)c1ccc(C=NNC(=O)c2ccccc2NS(=O)(=O)c2cccs2)cc1	-1	13	1	-1	4	-2	-11	-0.2	-7
CCOC(=O)Cn1c(=O)oc2cc(S(=O)(=O)N3CCC(N4CCCCC4)CC3)ccc21	6	3	1	-12	-8	17	2	0.3	-9
O=C(O)c1ccc2c(=O)n(-c3ccc(F)cc3)c(=S)[nH]c2c1	0	-12	0	-1	23	38*	-7	0.4	3
O=C(Cn1c(=O)n(CC(=O)N2CCCCC2)c(=O)c2sccc21)NCc1ccccc1	-2	-16	1	-3	4	-3	-8	0.1	-1
CC1CC(=O)Nc2ccccc2N1S(=O)(=O)c1ccc(Br)cc1 (stereo not given)	-4	-7	0	-3	10	-11	-8	0.3	-8
COC(=O)c1sc(N)c(C(=O)OC)c1COC(=O)CNS(=O)(=O)c1cccc(C#N)c1	15	-9	2	-10	-3	3	8	0.4	-3

Compounds from the list above containing a CF3 group, in the order listed:
Molecule	CHRM4 antagonist	CHO parental Ca	CHRM4 agonist	CHRM1 agonist	CHRM1 PAM	CHRM1 antagonist	CHO-K1 Ca antag	CHO-K1 Ca ag	OXTR potentiate
CCOC(=O)C(NC(C)=O)(OCc1ccccc1)C(F)(F)F (stereo not given)	9	-3	1	-5	3	1	-7	-0.1	-6
O=c1[nH]c(=O)n(-c2ccc(F)cc2)c2c1C(C(F)(F)F)(C(F)(F)F)N=C(c1ccc(F)cc1)N2	-2	-6	3	0	-1	-5	-13	3.0	-18

High-throughput results as filed in PubChem.
